5HT1E ag = agonists of human 5-HT1E serotonin receptor; CHO 5-HT1E Ga15 NFAT-bla reporter, FRET; 0% DMSO wells, 100% control agonist wells; activation, % at 6 µM; P28566; 0.69% of 65,000 active;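 active = activation above a set limit, the screen-wide mean activation plus 3 SD, cut at about 8.5% in these data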;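 note: 100% = positive control agonist at 1 µM giving full maximal response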
Target sequence (P28566 whole entry, looked up): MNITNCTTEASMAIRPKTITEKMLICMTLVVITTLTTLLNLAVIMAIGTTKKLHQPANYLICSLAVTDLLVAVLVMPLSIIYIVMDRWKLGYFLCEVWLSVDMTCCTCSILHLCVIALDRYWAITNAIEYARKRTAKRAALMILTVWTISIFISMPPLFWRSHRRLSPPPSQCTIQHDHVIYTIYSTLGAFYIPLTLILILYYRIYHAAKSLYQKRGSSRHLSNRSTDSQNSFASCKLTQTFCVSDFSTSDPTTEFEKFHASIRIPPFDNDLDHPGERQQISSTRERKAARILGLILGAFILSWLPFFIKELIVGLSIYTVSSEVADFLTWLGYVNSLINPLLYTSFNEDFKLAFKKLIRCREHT
S1P3 ag = agonists of human S1P3 receptor; S1P3 NFAT-BLA reporter cells, agonism, FRET ratio; relative to 1 µM S1P, basal subtracted; activation, % at 4.5 µM; 0.1% of 60,000 active; AID 373;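 active = activation above the screen-wide mean plus 3 SD, cut at about 4.5% in these data, passing the limit was not always enough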; note: some compounds called inactive have numbers as strong as hits
Target sequence (Q99500 whole entry, looked up): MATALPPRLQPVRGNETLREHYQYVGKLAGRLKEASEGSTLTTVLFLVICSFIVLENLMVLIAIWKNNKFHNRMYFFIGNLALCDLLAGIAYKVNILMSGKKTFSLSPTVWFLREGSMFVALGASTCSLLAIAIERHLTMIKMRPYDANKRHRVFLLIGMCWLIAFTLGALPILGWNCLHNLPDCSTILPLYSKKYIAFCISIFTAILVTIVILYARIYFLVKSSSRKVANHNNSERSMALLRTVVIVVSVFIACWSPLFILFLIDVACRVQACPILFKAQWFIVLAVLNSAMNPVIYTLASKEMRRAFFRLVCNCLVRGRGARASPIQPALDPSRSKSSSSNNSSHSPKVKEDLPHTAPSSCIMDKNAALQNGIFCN
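Material: Human S1P3 NFAT-BLA reporter CHO cells | Incubation: Overnight plating, 4 h compound 37 °C, 2 h substrate RT | Signal: FRET β-lactamase substrate fluorescence, excitation 405 nm, 460/535 nm emission ratio, background-subtracted | Compound: 4.5 µM final, single dose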
Autofluor 339 = intrinsic fluorescence of library compounds, ex339/em460 – biochemical, MLSMR library, data from DPM-DC assay, artefact control, profiling panel; 5.5% of 65,000 active; compound autofluorescence, ex339/em460 nm, NADH buffer; hits give high values; 1 = no-compound wells, NADH background; fluorescence fold increase at 10 µM;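 active = at 10 µM, mean starting fluorescence two-fold or more over control wells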;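 note: signal is the first read of a kinetic run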
MMP-13 inhibitor = inhibitors of human MMP13; inhibition, % at 4 µM; P45452; MMP-13 fTHP FRET cleavage, Mca fluorescence; 0.07% of 65,000 active;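 active = inhibition above the mean of compound-free control plate wells plus 3 SD, cut at about 14% in these data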;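 note: 0% = DMSO wells and 100% = wells with reference MMP-13 inhibitor after basal subtraction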
S1P1 ag-PAM = agonists and agonism potentiators of human S1P1 receptor; AID 449; 0.57% of 56,000 active; activation, % at 9.5 µM; S1P1 CRE-bla cells, forskolin, beta-lactamase FRET, potentiator mode; S1P1 agonist co-added at EC20, 2 nM; 100% = saturating reference agonist, 0% = basal;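 active = activation above a cutoff set at the mean activation of all tested compounds plus 3 SD, cut at about 54% in these data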;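 note: forskolin at 4 µM as EC80 and the EC20 agonist is SEW2871; 100% = SEW2871 at its EC100 plus forskolin at EC80; some compounds past the cut are filed as inactive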
HTR1E antagonist = 5-HT1E (human) receptor antagonism | P28566 | CHO 5-HT1E Ga15 NFAT-bla reporter, FRET, antagonist | inhibition, % at 6 µM | 0.99% of 65,000 active;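 active = inhibition above a set limit, the mean inhibition across every tested compound plus 3 SD, cut at about 29% in these data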;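 note: signal is the 460 over 535 nm emission ratio of beta-lactamase substrate; 0% = agonist plus DMSO wells and 100% = wells without agonist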
Her2 expr inh = Her2 kinase expression inhibition; SKBR-3 HER2 protein level, AlphaScreen, 18-24 h; hits give low values; P04626; HER2 level % of control, % at 10 µM; 0.69% of 65,000 active; AID 645;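 active = HER2 level under 5% of the carrier-only control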;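 note: 100% = DMSO carrier and 0% = 500 nM PU-H71 HSP90 inhibitor; lower value means stronger loss of Her2 protein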
Abs 340nm = compounds absorbing at 340 nm; compound absorbance at 340 nm, fold over control; fold change at 10 µM; 65,000 tested, under 10 active;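 active = at 10 µM dose, initial 340 nm absorbance at least 2 fold that of control wells; inactive = change under 2 fold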;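 note: initial absorbance extrapolated from kinetic A340 decline of NADH oxidation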
5-HT1A blocker = 5-HT1a (human) receptor antagonism; P08908; CHO 5-HT1a Ga15 NFAT-bla reporter, antagonist mode; inhibition, % at 10 µM; 0.68% of 62,000 active;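 active = inhibition above the mean of all tested compounds plus 3 SD, cut at about 43% in these data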;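 note: receptor stimulated by 5-CT agonist at 100 nM near EC80; beta-lactamase reporter measured by ratiometric fluorescence of a cleavable substrate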
* = called active by the depositor; / = not tested or not shown.

molecule,Her2 expr inh,S1P1 ag-PAM,5-HT1A blocker,Autofluor 339,HTR1E antagonist,S1P3 ag,5HT1E ag,Abs 340nm,MMP-13 inhibitor
COc1ccc(CNC(=O)C2CC=CCC2C(=O)O)cc1OC (configuration not stated),91,10,6,1.1,-4,-0.6,-0.7,1.1,-1
COc1cc2[nH]c3c(N4CCN(c5ccc(Cl)cc5)CC4)ncnc3c2cc1OC,56,2,-8,2.4*,7,-1.7,1.5,1.1,-49
CCCCOCCCNC(=O)COc1ccccc1,86,/,11,1.1,5,-1.0,-1.1,1,2
CCCCCCn1c(CN2CCCCC2)nc2c1c(=O)n(C)c(=O)n2C,76,7,10,1.1,-7,-0.3,-0.2,1,5
C=CCSC1=C(C#N)C(c2ccc(C(C)C)cc2)CC(=O)N1 (configuration not stated),108,-8,6,1.1,4,-0.3,0.4,0.99,3
CCOc1cc2[nH]c(=O)n(CCCCC(=O)NC3CCCCCC3)c(=O)c2cc1OCC,105,-18,-4,2.3*,-11,-0.4,0.1,1.1,2
Cc1cc(Cl)ccc1OCC(=O)Nc1ccccc1CO,77,-10,-2,1,-1,-0.2,-1.1,1,3
COC(=O)c1[nH]c(C)c(/C(O)=C2\C(=O)C(=O)N(CCN(C)C)C2c2cc(OC)ccc2OC)c1C (configuration not stated),72,5,-6,1.1,0,-1.3,-0.3,1.1,-4
O=C1CC(N2CCN(c3cccc(C(F)(F)F)c3)CC2)C(=O)N1c1ccccc1F (configuration not stated),70,-5,-7,1.1,1,-1.3,1.2,1,1
CCCCCOC(=O)c1[nH]c2c(c1C)C(=O)CC(c1ccco1)C2 (configuration not stated),41,24,66*,1.1,82*,-1.9,-1.3,1,0
Cc1cc(=O)[nH]c2c1c(C)nn2C1CCCC1,116,/,-4,1,13,-1.1,0.5,1,1
CCCCOCCCn1cnc2c([nH]c3cc(OC)ccc32)c1=O,79,1,8,1.1,3,-0.6,-0.9,1.1,-6

Going on with the list.
molecule,Her2 expr inh,S1P1 ag-PAM,5-HT1A blocker,Autofluor 339,HTR1E antagonist,S1P3 ag,5HT1E ag,Abs 340nm,MMP-13 inhibitor
O=C(COc1ccccc1)N1CCNC1=O,83,-22,-11,1.1,-5,-0.7,1.9,1,1
CC1CCCC(C)N1C(=O)CSc1nnnn1Cc1ccccc1 (configuration not stated),135,8,-4,1,4,0.0,0.8,0.99,0
O=C(NCC1CCCO1)c1ccc(N2CCCCC2)nc1 (configuration not stated),93,7,7,1,8,-0.4,-2.2,1,2
CCOc1nc(C)ccc1-c1noc(-c2ccccc2OC)n1,143,/,10,1.1,25,/,-3.3,1,-10
CC(=O)NC(Cc1ccccc1)C(=O)NC1CCN(C(=O)c2cnccn2)CC1 (configuration not stated),85,13,0,0.98,15,-0.6,-0.7,0.98,4
O=C(COc1ccccc1O)N1CCN(C(=O)c2ccco2)CC1,91,-7,10,1.1,-2,-0.4,-0.4,1,0
CC(=O)Cn1c(N2CCC(Cc3ccccc3)CC2)nc2c1c(=O)[nH]c(=O)n2C,96,1,-18,1.1,-6,-0.7,2.8,1,2
Cc1cc(OCC(=O)NCCO)ccc1Cl,100,-1,-8,1.1,-15,-1.3,1.0,1.1,-3
CC1CCCCC1NC(=O)CSc1nnnn1-c1ccccc1 (configuration not stated),89,-17,0,1.1,3,-1.2,-0.8,1,1
Cc1cccc(C(=O)Nc2ccc(O)cc2)c1,94,2,8,1.1,13,-0.4,0.3,0.99,1
N#Cc1cccc(-n2nnnc2-c2ccc3c(c2)OCO3)c1,113,/,0,1.1,0,/,-0.7,1,4
Cc1c(C(=O)O)oc2ccc(S(=O)(=O)N(CC(C)C)CC(C)C)cc12,163,1,-3,1.1,-6,-1.4,0.1,1,0

The results go on:
molecule,Her2 expr inh,S1P1 ag-PAM,5-HT1A blocker,Autofluor 339,HTR1E antagonist,S1P3 ag,5HT1E ag,Abs 340nm,MMP-13 inhibitor
CCOC(=O)c1ccc(NC(=O)N2CCN(CCc3ccccc3)CC2)cc1,79,12,-2,1.1,-1,-0.2,0.6,0.97,0
Fc1ccc(CN2CCSCC2)cc1Br,109,13,5,1.1,1,-0.6,-0.3,1.1,-3
CC(C)(C)OC(=O)NCCc1nnc(S(=O)(=O)Cc2ccc(Cl)cc2Cl)o1,-16*,46,69*,1.1,12,-2.4,-1.4,1,2
CCN1CCCC1Cn1cnc2c([nH]c3ccc(Cl)cc32)c1=O (configuration not stated),83,2,8,1.6,1,-0.9,0.2,1.1,-18
CCOc1cc(S(=O)(=O)N2CC=C(c3ccc(F)cc3)CC2)c(OCC)cc1-n1cnnn1,80,26,5,1.4,12,0.1,-0.3,0.98,-5
COc1ccc2c(c1OC)C(=O)N(c1cccc(C)c1)C2,51,/,4,1.1,-3,-0.6,0.8,1,4
COC(=O)c1ccc(CSc2nc3c(cnn3-c3ccc(C)cc3)c(=O)[nH]2)o1,104,-10,8,1.2,27,-0.6,0.0,1,-4
CNc1nc(CC(C)=O)ns1,100,4,-5,1,4,-0.4,-0.7,0.99,-1
Cn1c(CNC(=O)C(C)(C)C)nc2ccccc21,124,/,-8,1,12,/,-0.5,1,1
Cc1ccccc1NC(=O)C(C#N)Cc1cccnc1 (configuration not stated),98,-3,2,1.1,7,-2.1,-0.7,0.99,1
CC1CCCCC1NC(=O)CN1C(=O)NC(C)(c2ccc(OC(F)F)cc2)C1=O (configuration not stated),103,7,0,1.1,6,-0.9,-0.3,1,2
Nc1nc(Nc2ccc(Cl)cc2Cl)nc(C(F)(F)F)n1,92,-37,-1,1,9,-0.3,1.9,0.98,0

(further entries)
molecule,Her2 expr inh,S1P1 ag-PAM,5-HT1A blocker,Autofluor 339,HTR1E antagonist,S1P3 ag,5HT1E ag,Abs 340nm,MMP-13 inhibitor
Cc1occc1-c1nnc(SCC(=O)N2CCOCC2)n1Cc1ccco1,88,9,-1,1,10,0.5,0.1,0.96,1
COC(=O)CSc1ncccc1-c1nc2ccccc2[nH]1,97,-2,20,1.2,-5,-0.8,-0.4,1,-6
COc1ccc2nc(C)cc(N3CC(C)OC(C)C3)c2c1 (configuration not stated),128,-15,14,1.1,-4,0.1,0.8,1,0
Cn1c(COc2ccccc2)nnc1SCc1nc2ccccc2[nH]1,91,-26,4,1.2,2,-0.4,-0.2,1,0
CC(C)CC(=O)Nc1ccc2oc(-c3ccncc3)nc2c1,89,-12,-18,3.7*,0,0.1,-0.1,1,-31
Cc1cc(C)n(C(=O)C(C)N2C(=O)c3ccccc3C2=O)n1 (configuration not stated),167,/,4,1.1,3,-0.7,-0.3,1,5
Cc1cc(S(=O)(=O)N2CCN(c3c(C)cccc3C)CC2)ccc1F,88,18,35,1.1,14,-0.6,-1.0,1,0
COCCCN(C(=O)Nc1ccc(C)c(C)c1)C(C)c1ccccn1 (configuration not stated),84,-10,3,1,4,-0.7,1.3,1,-2
Cc1c(Cl)cccc1Nc1nc(N)nc(CSc2ncccn2)n1,/,/,4,1.1,2,-0.9,-0.8,1,4
CCn1nccc1C(=O)Nc1ccc(Cl)cc1Cl,106,/,8,1.1,1,-0.5,-1.0,1.1,1
COc1ccc(Cl)cc1C(=O)Nc1ccccc1N1CCN(C(=O)C(C)C)CC1,70,/,16,1.1,-1,/,1.4,1.1,7
COc1ccc(OC)c(S(=O)(=O)NCc2cccnc2)c1,118,/,23,1.1,14,-1.4,-0.6,1.1,3

Remaining list, next part
molecule,Her2 expr inh,S1P1 ag-PAM,5-HT1A blocker,Autofluor 339,HTR1E antagonist,S1P3 ag,5HT1E ag,Abs 340nm,MMP-13 inhibitor
Cc1occc1-c1nnc(SCC(=O)c2c[nH]c3ccccc23)n1C,92,/,10,1.1,2,/,-0.2,1.1,2
CCOC(=O)N1CCN(C(=O)CSc2nc3c([nH]c4ccccc43)c(=O)n2C)CC1,/,-17,-1,1.1,14,-0.9,1.2,1.1,8
CN(Cc1cc2ccccc2[nH]c1=O)C(=O)C1CCCCC1,82,4,-18,1.2,-3,-0.7,0.2,1,-6
Cc1nn(Cc2ccc(Cl)cc2)c(C)c1NC(=O)c1cc(-c2ccc3c(c2)OCO3)on1,98,35,10,1.1,20,-1.0,0.0,0.98,-4
COC(=O)[C@H](CCSC)NC(=O)Nc1ccc(C)cc1C,87,-3,-7,1.1,-3,0.1,-0.5,1,-1
Cc1nnc2c3cnn(-c4ccc(Cl)cc4)c3ncn12,102,/,-22,1.2,-8,/,0.1,1,-8
O=C(CN(Cc1ccco1)C(=O)CNS(=O)(=O)c1ccc(Cl)cc1)NCc1ccc(F)cc1,85,3,6,1,4,-1.2,0.8,0.98,1
COc1ccc(N2C(=O)CC(Sc3nccc(C)n3)C2=O)cc1 (configuration not stated),86,-27,-10,1.1,-4,-0.4,-0.3,1,-4
CCCOc1ccccc1N1C(=O)CC(N2CCOCC2)C1=O (configuration not stated),96,-4,9,1.1,4,-2.8,-1.1,1,-1
CCCCCCNC(=O)C(C(=O)OCC)C1CCCCC1 (configuration not stated),101,/,34,1.1,1,-0.8,0.9,1,4
CCCOc1ccc(S(=O)(=O)NCCN2CCOCC2)c2ccccc12,68,-4,2,1.1,-3,0.0,-0.4,0.98,0
Cc1sc2nc(SCC(=O)NCc3ccco3)n(CCc3ccccc3)c(=O)c2c1C,81,-7,28,1.1,7,-1.5,4.5,1,1

Continuation:
molecule,Her2 expr inh,S1P1 ag-PAM,5-HT1A blocker,Autofluor 339,HTR1E antagonist,S1P3 ag,5HT1E ag,Abs 340nm,MMP-13 inhibitor
CCC(=O)N1CCc2cc(S(=O)(=O)CCC(=O)NCCc3ccc(OC)c(OC)c3)ccc21,153,-23,9,1.1,-5,0.7,-0.7,0.98,1
CS(=O)(=O)N1CCN(C(=O)c2csc3ccccc23)CC1,100,16,-1,1.1,5,-1.5,0.3,1.1,1
CN=C1SC(CC(=O)Nc2cccc(Cl)c2Cl)C(=O)N1C (configuration not stated),100,5,15,1.1,8,-0.1,0.1,1,0
Clc1ccc(Cn2cccc2C2=NCCO2)cc1,86,-4,3,1.1,3,-0.5,-1.4,0.99,-6
Cc1ccc(S(=O)(=O)NC2=NCN(C3CCCCC3)CN2)cc1,58,-13,-5,1.2,-9,-0.3,0.7,1,2
CC1(C(=O)Nc2nccs2)Cc2ccccc2C(=O)O1 (configuration not stated),76,-8,3,1,-9,-0.5,-0.9,1,4
c1ccc(-c2ccccc2OCCn2cncn2)cc1,99,4,1,1,12,-0.7,-1.1,1,6
COCCCNC(=O)CCc1nc2cccnc2n1Cc1ccccc1,116,-1,-21,1,-4,0.3,0.6,1,5
CCN(CC)S(=O)(=O)c1ccc(C(=O)Nc2nnc(C(C)C)s2)cc1,91,8,3,1,-6,-0.8,0.4,1.1,6
O=C(COc1ccccc1)Nc1ccc2c(c1)nc1n2CCOC1,75,2,-4,1.1,0,-1.1,0.1,1.1,7
CCc1ccc(N(CC(=O)Nc2ccc(OC)cc2OC)S(C)(=O)=O)cc1,67,-27,6,1.1,0,-1.1,1.0,1,0
O=C1CC(c2ccccc2)CC(O)=C1C=NCC1CCCO1 (configuration not stated),79,-10,-5,1.1,-5,-0.5,0.3,1,-6
Cc1ccc(C)c(NC(=O)c2ccccn2)c1,98,-48,7,1.1,-9,1.5,0.2,0.99,0
CC(=O)c1c(C)[nH]c(C(=O)Nc2cccnc2)c1C,103,9,11,1.1,-2,0.2,-0.3,0.99,-1
O=C(CSc1nnc(-c2ccccc2)n1C1CCCCC1)N1CCCC1,108,11,-5,1.2,-12,0.2,-0.9,1,1
